High-throughput results from PubChem BioAssay.
OXTR ag: human OXTR agonism. P30559. CHO-OTR cells, Fluo-8 calcium fluorescence; normalized: DMSO 0%, oxytocin 100%. activation, % at 3 µM. 320,000 compounds, 0.32% hits;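 active = activation above the mean of all tested compounds plus 3 SD, cutoff set per screening run, cut at about 20% in these data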;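 note: peak over basal fluorescence ratio from a 100 s FLIPR kinetic read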
Target sequence (P30559 whole entry, looked up): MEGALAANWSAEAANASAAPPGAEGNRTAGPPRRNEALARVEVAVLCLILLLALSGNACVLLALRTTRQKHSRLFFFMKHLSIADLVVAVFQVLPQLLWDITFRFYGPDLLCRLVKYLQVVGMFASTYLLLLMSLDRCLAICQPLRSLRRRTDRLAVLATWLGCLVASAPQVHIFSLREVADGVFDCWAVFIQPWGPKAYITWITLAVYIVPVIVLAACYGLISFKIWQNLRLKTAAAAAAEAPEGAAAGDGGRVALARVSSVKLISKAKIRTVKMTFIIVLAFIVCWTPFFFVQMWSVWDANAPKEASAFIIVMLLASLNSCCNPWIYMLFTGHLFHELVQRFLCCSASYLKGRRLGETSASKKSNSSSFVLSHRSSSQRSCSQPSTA
M1 ag parental: counter-screen for M1 agonists: effect in parental CHO-K1 cells | Fluo-8 calcium fluorescence; scaled to maximal ATP response, vehicle zero | activation, % at 3 µM | 360,000 compounds, 0.48% hits | AID 602248; in the data active = activation above about 15%;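 note: untransfected CHO-K1 host cells lacking M1 receptor as counterscreen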
V1R ag counter: activates human V1a receptor in oxytocin agonist counter-screen. P37288. CHO-V1R cells, Fluo-8 calcium fluorescence, agonist mode; 0% DMSO, 100% 3 nM vasopressin. activation, % at 3 µM. 320,000 compounds, 0.25% hits;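 active = activation above the mean activation of all tested compounds plus 3 SD, per screening run, cut at about 20% in these data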;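 note: signal is peak over basal fluorescence ratio across a 100 second FLIPR read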
OXTR potentiate: human OXTR potentiation; P30559; CHO-OTR cells, Fluo-8 calcium fluorescence, potentiator mode; 0% = oxytocin EC15, 100% = EC100; activation, % at 3 µM; 320,000 compounds, 0.061% hits; AID 2445;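 active = activation above that plate's cutoff, the mean activation of tested compounds plus 3 SD, cut at about 6.6% in these data, passing the limit was not always enough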;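 note: 100% uses oxytocin at 75 nM as the full agonist control; some results filed as inactive read as strong as hits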
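Dosing: Single dose, 3.0 µM nominal final compound concentration | Material: Human OTR in CHO cells | Technique: Kinetic Fluo-8 calcium fluorescence | Benchmarks: EC15 oxytocin alone as 0%, 75 nM oxytocin as 100% | Probe or stimulus: Oxytocin at about EC15, sub-maximal agonist stimulus | Incubation: Compound 6 min at room temperature before oxytocin, 100 s read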
GPR7 antagonist: human neuropeptides B/W receptor 1 antagonism; P48145; GPR7-expressing cells, fluorescence antagonist assay; inhibition, % at 4.4 µM; 290,000 compounds, 1.1% hits; AID 1861; in the data active = inhibition above about 16%, passing the limit was not always enough;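 note: cells stimulated with the agonist NPW; 0% = agonist with vehicle and 100% = vehicle without agonist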
Target sequence (P48145 whole entry, looked up): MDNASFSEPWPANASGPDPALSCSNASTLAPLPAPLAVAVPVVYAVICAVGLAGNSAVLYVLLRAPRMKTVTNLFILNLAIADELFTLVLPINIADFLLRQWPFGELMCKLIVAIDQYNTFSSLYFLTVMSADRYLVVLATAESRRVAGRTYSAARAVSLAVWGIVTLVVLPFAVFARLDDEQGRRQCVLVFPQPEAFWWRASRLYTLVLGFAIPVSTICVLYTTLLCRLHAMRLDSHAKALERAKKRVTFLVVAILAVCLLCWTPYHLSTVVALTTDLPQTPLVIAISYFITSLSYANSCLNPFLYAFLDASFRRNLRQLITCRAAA
M1 PAM parental: counter-screen for M1 PAMs: effect in parental CHO-K1 cells | ATP EC20, Fluo-8 calcium fluorescence; 0% at ATP EC20, 100% at ATP max | activation, % at 3 µM | AID 602247 | 360,000 compounds, 0.02% hits;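 active = activation above the run cutoff, the mean activation of all test compounds plus 3 SD, cut at about 40% in these data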;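 note: peak over basal fluorescence ratio in a 140 s read after ATP addition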
CHO parental Ca: counter-screen for OX1R antagonists: effect in parental CHO cells | inhibition, % at 5.6 µM | 330,000 compounds, 0.63% hits | parental CHO-K1, ATP-induced calcium, Fluo-8 fluorescence;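 active = inhibition above that plate's mean sample inhibition plus 3 SD, cut at about 26% in these data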;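 note: 0% = ATP-challenged DMSO wells and 100% = DMSO wells without ATP; some compounds past the cut are filed as inactive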
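Test system: parental CHO cells; detection: calcium-sensitive Fluo-8 fluorescence; evaluation: percent inhibition of calcium signal; also added: ATP as calcium-mobilizing challenge; repeats: one well per compound; control set: ATP-challenged DMSO wells low, unchallenged DMSO wells high; compound: single nominal dose of 5.6 µM per compound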
TAAR1 antag: antagonists of human TAAR1; Q96RJ0; CHO RD-HGA16 TAAR1, Fluo-8 calcium fluorescence, antagonist; inhibition, % at 3 µM; 360,000 compounds, 1.5% hits; AID 624466;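 active = inhibition above a per-plate cutoff, the mean inhibition of test compounds on that plate plus 3 SD, cut at about 49% in these data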;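 note: 0% = DMSO plus EC80 beta-PEA response and 100% = DMSO alone without agonist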
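Test system: hTAAR1-expressing CHO RD-HGA16 cells, Gα16-coupled; Probe or stimulus: EC80 β-phenethylamine stimulus; Compound dosing: single nominal final test compound concentration of 3 µM; Timing: 140 s kinetic read after compound, 140 s after agonist; Signal: Fluo-8 calcium-sensitive fluorescence; Measure: % inhibition of agonist calcium response; Controls: DMSO and EC80 PEA controls.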
CHO-K1 Ca antag: M1 antagonist counterscreen hit in parental CHO-K1 cells; inhibition, % at 3 µM; 360,000 compounds, 0.6% hits; AID 602250; ATP-induced calcium, Fluo-8 fluorescence;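 active = inhibition above a per-plate cutoff, the plate's mean sample inhibition plus 3 SD, cut at about 24% in these data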;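 note: 0% = DMSO plus EC80 ATP and 100% = DMSO alone without ATP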
* = called active by the depositor; · = not tested or not shown. Hits appear at their usual frequency (roughly 3.5% active in at least one column).

Start of the listing, in advance (three entries):
SMILES	OXTR ag	M1 ag parental	V1R ag counter	OXTR potentiate	GPR7 antagonist	M1 PAM parental	CHO parental Ca	TAAR1 antag	CHO-K1 Ca antag
CCO/C(C)=N/n1c2nc3ccccc3nc2c2c(=O)n(C3CCCC3)c(C)nc21	-2.8	0.4	0.2	-7.0	-12.1	15.6	-11.2	12.2	-8.9
COc1ccccc1CN=C1Nc2ccccc2CS1	-3.2	-0.2	-1.4	-15.8	-0.7	-10.1	-9.9	3.1	22.5
O=C(CN1CCN(CCO)CC1)Nc1ccccc1	0.5	0.7	6.5	-8.2	-8.6	18.7	1.8	-0.4	-3.9

The list itself, repeating the preview:
SMILES	OXTR ag	M1 ag parental	V1R ag counter	OXTR potentiate	GPR7 antagonist	M1 PAM parental	CHO parental Ca	TAAR1 antag	CHO-K1 Ca antag
CCO/C(C)=N/n1c2nc3ccccc3nc2c2c(=O)n(C3CCCC3)c(C)nc21	-2.8	0.4	0.2	-7.0	-12.1	15.6	-11.2	12.2	-8.9
COc1ccccc1CN=C1Nc2ccccc2CS1	-3.2	-0.2	-1.4	-15.8	-0.7	-10.1	-9.9	3.1	22.5
O=C(CN1CCN(CCO)CC1)Nc1ccccc1	0.5	0.7	6.5	-8.2	-8.6	18.7	1.8	-0.4	-3.9
O=C(O)CCCCNS(=O)(=O)c1ccc(Cl)c(C(F)(F)F)c1	1.7	-0.4	0.8	2.6	6.0	3.2	0.5	11.7	0.2
COC(=O)[C@@]1(C)[C@H]2C(=O)N(C)C(=O)[C@H]2[C@H]2CN=C(SCc3ccc(C#N)cc3)N21	·	0.6	·	·	·	20.7	2.7	7.3	-13.8
CCn1c(SCC(=O)N2CCCCC2C)nc2ccsc2c1=O (stereo not drawn)	-1.1	0.3	-0.3	-2.2	-14.0	1.8	-11.7	-21.6	2.6
O=C(c1ccoc1)N1CCN(c2cc(-c3ccccc3)nc3cc(-c4ccc(Br)cc4)nn23)CC1	·	0.6	·	·	·	12.8	·	8.1	-7.9
Cc1ccc(/C=C/C(=O)c2ccccc(=O)c2O)c(C)c1	-0.5	-0.4	-0.8	-7.0	2.2	-3.6	-30.5	12.0	8.7
C=CCOc1ccc(/C=C\c2nc(O)c([N+](=O)[O-])c(=O)[nH]2)cc1OC	·	0.2	·	·	-13.6	2.1	·	·	-6.4
Cc1cc(Cl)ccc1OCC(=O)Nc1ccc(CN2CCOCC2)cc1	·	1.3	·	·	-2.4	-18.2	·	-20.6	6.0
CC(=O)Nc1ccc(NC(=O)COC(=O)c2ccc([N+](=O)[O-])o2)cc1	0.9	-0.2	0.5	-0.8	·	-16.2	-7.4	12.2	7.6
CCCNC(=O)c1c(NC(=O)C2COc3ccccc3O2)sc2c1CCCC2 (stereo not drawn)	-0.5	0.2	-0.3	-16.1	0.3	-4.7	-9.4	-5.5	8.2
CN(CC1CCOCC1)C(=O)CC1C(=O)NCCN1CC(c1ccccc1)c1ccccc1 (stereo not drawn)	-0.4	0.5	4.2	-7.5	-0.6	7.9	-20.7	-11.6	-5.6
COc1ccc(NC(=O)COC(=O)C2CCN(S(=O)(=O)c3ccccc3)CC2)cc1Cl	4.2	5.0	4.5	-8.6	·	-0.6	-7.6	-1.0	-18.7
Cc1noc(C)c1NC(=O)Nc1ccc2c(c1)C(=O)N([C@H](C)CO)C[C@H](C)[C@H](CN(C)C(=O)NC1CCCCC1)OCCCC[C@@H](C)O2	·	0.1	·	·	·	-5.6	·	-16.4	-11.5
NNc1ccccc1C(F)(F)F	·	-0.3	·	·	-5.9	5.6	·	-30.5	-16.9
Cc1nn(-c2ccccc2)c2c1P(=O)(O)/C(=C1\N(C)c3ccccc3C1(C)C)C=N2	1.6	-0.1	1.0	2.4	-13.0	-14.9	-15.3	13.9	5.9
Cn1ccc(C(=O)NC(=S)Nc2ccc([N+](=O)[O-])cc2O)n1	·	1.0	·	·	8.3	6.1	·	-3.4	-7.0
O=C(NCc1nc(-c2ccc(C(F)(F)F)cc2)no1)Nc1cc(Cl)cc(Cl)c1	1.9	6.6	5.0	-17.0	-7.8	-3.1	7.0	24.9	35.0*
CCCCn1c(SCC(=O)Nc2cc(C)on2)nnc1-c1ccncc1	0.2	-0.1	0.8	-4.8	-2.5	-8.0	-8.5	0.5	14.9
O=C(CSCC(=O)N1CCCCC1)Nc1nc(-c2ccc(Cl)s2)cs1	5.1	8.9	7.1	-7.7	3.8	-4.7	30.1*	54.5*	14.1
Cc1c(C)n(Cc2ccccc2)c2ccc(C(=O)NCCCN3CCOCC3)cc12	1.5	0.4	1.6	-15.9	8.5	34.7	-9.0	-17.4	-18.1
Cc1ccc(OCCCC(=O)Nc2ccc3c(c2)OCO3)cc1	-0.9	2.1	0.7	-3.3	-12.8	14.4	-5.6	-2.8	-10.1
COC(c1ccccc1)c1c(-c2ccccc2)nn(C)c1Cl (stereo not drawn)	-2.0	0.0	-0.7	-1.6	-1.6	17.5	-24.2	-0.8	-0.9

2 entries from above, as labelled records.
> NNc1ccccc1C(F)(F)F
- OXTR ag = ·
- M1 ag parental = -0.3
- V1R ag counter = ·
- OXTR potentiate = ·
- GPR7 antagonist = -5.9
- M1 PAM parental = 5.6
- CHO parental Ca = ·
- TAAR1 antag = -30.5
- CHO-K1 Ca antag = -16.9

> Cc1nn(-c2ccccc2)c2c1P(=O)(O)/C(=C1\N(C)c3ccccc3C1(C)C)C=N2
- OXTR ag = 1.6
- M1 ag parental = -0.1
- V1R ag counter = 1.0
- OXTR potentiate = 2.4
- GPR7 antagonist = -13.0
- M1 PAM parental = -14.9
- CHO parental Ca = -15.3
- TAAR1 antag = 13.9
- CHO-K1 Ca antag = 5.9

Following part:
SMILES	OXTR ag	M1 ag parental	V1R ag counter	OXTR potentiate	GPR7 antagonist	M1 PAM parental	CHO parental Ca	TAAR1 antag	CHO-K1 Ca antag
Brc1ccc(-n2cnc(-c3ccccc3)c2)cc1	-1.8	-0.3	-0.3	-15.2	-2.1	-19.0	-15.9	-3.8	-0.5
CCC1=[N+](CC(=O)c2ccc(Br)cc2)CCn2c(C)ccc21	-2.5	2.6	-1.7	-3.4	-6.2	-6.5	-12.8	-23.7	-2.8
O=c1cc(CN2CCN(Cc3ccc(F)cc3)C(CCO)C2)[nH]c2ccccc12 (stereo not drawn)	0.7	0.1	1.1	3.7	-9.6	2.7	-5.2	-11.7	13.7
O=C(Nc1cccc(C(=O)Nc2cccc(C(F)(F)F)c2)c1)c1ccc(=O)[nH]c1	-0.8	5.7	0.2	-4.7	-2.8	-11.7	-9.0	-5.6	2.9
Cc1sc(NC(=O)c2ccco2)c(C(c2ccncc2)N2CCOCC2)c1C (stereo not drawn)	0.7	0.8	0.7	-7.6	6.6	3.3	-22.6	-4.0	2.9

Part of the list above, limited to M1 PAM parental, GPR7 antagonist and OXTR potentiate.
Molecule | M1 PAM parental | GPR7 antagonist | OXTR potentiate
CCC1=[N+](CC(=O)c2ccc(Br)cc2)CCn2c(C)ccc21 | -6.5 | -6.2 | -3.4
O=c1cc(CN2CCN(Cc3ccc(F)cc3)C(CCO)C2)[nH]c2ccccc12 (stereo not drawn) | 2.7 | -9.6 | 3.7
